Pf growth 96h: inhibits malaria parasite growth, 96 h; P. falciparum luciferase reporter growth, 96 h; 320,000 tested, 6.9% active; Potency, µM (top dose mostly 28.7 µM), for inactives: at the highest dose activity change, negative = inhibition, usual class: inhibitors; further: potency means the concentration at half of the fitted maximal effect; on the % scale 0 is the no-effect control and ±100 the full control effect
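Cell-based qHTS: luciferase-tagged P. falciparum in erythrocytes (2% hematocrit, 0.05% parasitemia final) incubated with compounds for 96 hours, 37 C, 5% CO2; luciferase detection reagent then added and luminescence measured.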
Giardia FBPA inh: Giardia lamblia aldolase inhibition; A8B2U2; purified Giardia FBPA; Potency, µM (top dose mostly 59.6 µM), for the others: top-dose activity, negative = inhibition, actives largely listed as inhibitors; 290,000 tested, 0.71% active; AID 2451; further: potency means the concentration at half of the fitted maximal effect; on the % scale 0 is the no-effect control and ±100 the full control effect; nearly all actives have a fitted effect of over 55% in size
Target sequence (A8B2U2 whole entry, looked up): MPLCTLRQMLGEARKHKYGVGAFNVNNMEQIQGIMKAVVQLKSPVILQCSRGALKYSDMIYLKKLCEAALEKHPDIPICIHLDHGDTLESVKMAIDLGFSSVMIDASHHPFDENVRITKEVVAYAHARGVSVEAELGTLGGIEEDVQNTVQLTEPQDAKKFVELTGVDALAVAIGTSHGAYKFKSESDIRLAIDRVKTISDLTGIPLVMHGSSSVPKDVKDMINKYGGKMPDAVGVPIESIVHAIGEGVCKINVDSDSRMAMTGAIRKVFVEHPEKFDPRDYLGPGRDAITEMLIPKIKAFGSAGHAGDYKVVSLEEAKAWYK
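40 nM FBPA preincubated 10 min at RT with compound (up to 57.5 uM final), then substrate plus GAPDH/TPI/NAD/arsenate coupling and diaphorase/resazurin added. Fluorescence read after 20 min at RT, 525/598 nm.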
CHX counter: counter-screen for Shiga toxin inhibitors: cycloheximide protein synthesis inhibition. 300,000 tested, 12% active. max response, %. cell reporter, cycloheximide protein synthesis inhibition counterscreen; in the data active means max response mostly above about 13%, no sharp cut-off; inactive means mostly below about 14%; further: read at 38.3 µM for the half of the compounds with a filed dose; 0% is about no effect
HCV inh: inhibitors of hepatitis C virus infection; Huh7.5.1 HCVcc-Cre infection, luciferase reporter, 44 h; AID 651820; 340,000 tested, 3.4% active; Potency, µM (highest dose often 41.8 µM), for the others: at the highest dose activity change, negative = inhibition, most hits filed as inhibitors; further: potency means the concentration at half of the fitted maximal effect; on the % scale 0 is the no-effect control and ±100 the full control effect
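Compounds are dispensed onto cells plated 4 h earlier at 1,000 per well, with HCVcc-Cre virus (about 0.5 moi) added next. Following 44 h of culture, luminescent signal is measured for 15 sec after 15 min with substrate at room temperature.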
Pf growth 48h: inhibits P. falciparum growth in the first generation, 48 h; AID 504832; P. falciparum luciferase growth in erythrocytes, 48 h; 310,000 tested, 5.9% active; Potency, µM (highest dose often 28.7 µM), for inactives: top-dose activity change, negative = inhibition, usual class: inhibitors; further: potency means the concentration at half of the fitted maximal effect; on the % scale 0 is the no-effect control and ±100 the full control effect
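Parasite viability was followed by luminescence of a genomically integrated firefly luciferase. Cultures held 0.1% parasitemia at 2% hematocrit (final), incubated under 5% CO2 at 37 C.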
Shiga inhibitor: Shiga toxin inhibition; AID 2315; 290,000 tested, 9.2% active; Vero cells, Shiga toxin protein synthesis inhibition reporter; inhibition, % at 38.7 µM; in the data active means inhibition mostly above about 28%, no sharp cut-off; inactive means mostly below about 43%; further: 0% is about no effect
* hit, by the source's call; ? = inconclusive; nt = no result given; & = joins results of further samples; [ ] = another dose, or the depositor's remark. Unless noted, the call rests on the fitted dose curve; in most records, active means well fitted curve in the direction sought with a large enough effect; inconclusive means small, poorly fitted or top-dose-only effect, or another doubt; inactive means no such curve, though single readings can be large; an effect the other way counts as inactive or inconclusive.

SMILES	Pf growth 96h	Giardia FBPA inh	CHX counter	HCV inh	Pf growth 48h	Shiga inhibitor
CC(O)Cc1cn(CC(=O)N2CCN(C(=O)OC(C)(C)C)CC2)nn1 (stereo unspecified)	81.8%[activator]	14.9%	-2.0	17.6%	40.9%[activator]	-11.5
Clc1ccc(Cn2ccc(-c3ccc4c(c3)OCO4)n2)cc1Cl	122.8%[activator]	1.1%	9.0	25.1µM*	6.6%	37.7
COCCn1c(SCc2cccnc2)nnc1-c1c[nH]c2ccccc12	-69.2%	3.7%	-5.8	16.5%	nt	-3.4
COc1cc(=O)n2c(-c3ccccc3)csc2n1	1.0%	3.1%	4.7	-3.5%	5.9%	9.5
COc1ccc(N2CCN(CC(=O)c3ccccc3)CC2)cc1	-16.1%	-20.3%	4.8	5.4%	-7.3%	37.4
CCOc1ccc(NC(=O)C2=C(C)C(=O)OC23CCC(C)CC3)cc1 (stereo unspecified)	-26.5%	-7.2%	-5.2	-5.6%	nt	1.5
COc1ccc(-c2nnc(SCC(=O)NCc3cccs3)n2CC(C)C)cc1	?	6.7%	1.5	-1.6%	nt	-7.3
Cc1noc(C)c1COc1ccccc1C(=O)NC1CCC(C)CC1 (stereo unspecified)	4.15µM*	nt	26.9*	5.3%	?	55.2*
Cc1ccc(S(=O)(=O)NC(=O)c2cccc(Br)c2)cc1	?	nt	-1.8	?	68.8%[activator]	-2.4
CC(C)c1ccc(S(=O)(=O)Nc2ccc(SC(F)F)cc2)cc1	189.6%[activator]	-2.3%	-3.9	2.6%	22.6%	-10.5
Cn1cccc1Cc1nnc(SCC(=O)NCc2ccc(F)cc2)n1-c1ccc(F)cc1	?	4.8%	5.3	8.8%&0.0%	?	-3.1
COc1ccc2cc3cc(C(=O)NCc4ccc5c(c4)OCO5)oc3nc2c1	-7.7%	-3.9%	-1.5	-7.3%	5.8%	-1.4
CC1CCCN(c2c3c(nc4ccccc24)CCCC3)C1 (stereo unspecified)	3.6%	-0.1%	-4.4	?	?	-6.5
Cc1ccc(NC(=O)Cn2c(=O)n(CCCC(=O)NCc3ccco3)c(=O)c3ccccc32)cc1	?	6.3%	-1.5	-13.8%&-13.4%	10.3%	-2.5
CN(C)c1ccc(S(=O)(=O)NCC(=O)NCc2ccccc2)cc1[N+](=O)[O-]	?	6.7%	-0.6	?	nt	-5.8

Part of the list above in order of formula weight, rising:
SMILES	Pf growth 96h	Giardia FBPA inh	CHX counter	HCV inh	Pf growth 48h	Shiga inhibitor
COc1ccc(N2CCN(CC(=O)c3ccccc3)CC2)cc1	-16.1%	-20.3%	4.8	5.4%	-7.3%	37.4
Cc1noc(C)c1COc1ccccc1C(=O)NC1CCC(C)CC1 (stereo unspecified)	4.15µM*	nt	26.9*	5.3%	?	55.2*
CC(O)Cc1cn(CC(=O)N2CCN(C(=O)OC(C)(C)C)CC2)nn1 (stereo unspecified)	81.8%[activator]	14.9%	-2.0	17.6%	40.9%[activator]	-11.5
COc1ccc2cc3cc(C(=O)NCc4ccc5c(c4)OCO5)oc3nc2c1	-7.7%	-3.9%	-1.5	-7.3%	5.8%	-1.4

(next part)
SMILES	Pf growth 96h	Giardia FBPA inh	CHX counter	HCV inh	Pf growth 48h	Shiga inhibitor
COc1ccccc1CNC(=O)Cn1nc(C(F)(F)F)cc1C	14.7µM*	nt	nt	1.9%	11.7µM*	nt
CCc1cccc(C)c1NC(=O)C1CCCO1 (stereo unspecified)	-1.0%	-3.2%	-1.5	8.1%	-2.0%	8.0
Cc1cccc(OCc2cc(-c3ccccc3)no2)c1C	98.9%[activator]	9.7%	47.8*	4.2%	nt	85.7*
COC(=O)c1ccccc1NC(=O)CSCC(=O)Nc1ccc(F)cc1	6.8%	0.7%	-2.7	-4.0%	7.5%	-5.2
CCC(=O)N1CCc2cc(Br)cc(S(=O)(=O)N3CCC(C(=O)NCCCOC(C)C)CC3)c21	?	15.5%	6.3	-10.7%	2.94µM*	-25.6
COCCNCCCOc1ccc(C)cc1Br	-0.8%	3.0%	9.3	10.4%	37.7%	27.5
Cc1c(CCO)c(=O)[nH]n1S(=O)(=O)c1ccc(F)cc1	44.5%[activator]	8.1%	-2.9	11.6%	5.1%	14.8
C=CCC1NS(=O)(=O)OC2CCCC12 (stereo unspecified)	36.4%[activator]	10.9%	-1.2	23.1%	56.9%[activator]	-2.8
CC1(C)CC(=O)C(C=NCCc2ccccn2)=C(O)C1	nt	4.4%	7.7	-13.0%	-14.7%	-28.1
Cc1ccc(C(=O)N(CC(=O)NC2CCCC2)c2ccccc2C)s1	14.3%	-0.1%	-0.3	?	-16.1%	11.0
CCC(C)C(NS(=O)(=O)c1ccc(C)cc1)C(=O)Oc1ccc2c3c(c(=O)oc2c1)CCC3 (stereo unspecified)	63.8%[activator]	-1.1%	-5.3	7.4%	9.4%	-17.0
Clc1ccc(C2=NN(c3ccccc3)C(c3ccco3)C2)cc1 (stereo unspecified)	?	-6.0%	44.1*	-6.4%	-23.7%	75.2*
N=c1n(CCO)c2ccccc2n1Cc1ccccc1	-7.7%[5.75 µM]	-7.1%	-2.9	15.6%	1.9%	-10.8
CCOC(=O)C1CCCN(C(=O)c2cc3cc(F)ccc3[nH]2)C1 (stereo unspecified)	?	-0.6%	6.3	-3.8%	?	41.5
CSc1n[nH]c(NC(C)=O)n1	8.2%	-1.7%	0.5	22.3%	1.17µM*	-28.0
COCCN(Cc1ccccc1)C(=O)c1cc(-c2ccc(OC)c(OC)c2)nc2ccccc12	?	nt	3.7	?	9.28µM*	-1.7
Cc1ccc(/C=C2/NC(=O)N(Cc3ccccc3)C2=O)s1	?	-4.3%	54.7*	-32.0%	10.4µM*	36.8
CC1CCCN(c2nc3c(c(=O)n(C)c(=O)n3C)n2CCSc2nc3ccccc3o2)C1 (stereo unspecified)	nt	2.4%	-3.1	?	-1.4%	-6.5
CC1=C(C(=O)Nc2ccc(C)cc2C)C(c2ccc(C)o2)NC(=O)N1 (stereo unspecified)	nt	-1.3%	-5.3	-3.3%	25.7%	27.6
CC1CCCCN1C(=O)c1cc2ccccc2cc1O (stereo unspecified)	9.3%	nt	-3.5	-17.0%	?	-5.4
CC1CCc2nc(/C(C#N)=C/c3cccnc3)sc2C1 (stereo unspecified)	24.2%	-13.2%	51.5*	-0.5%	-32.7%	145.2*
CCCCNC(=O)CN1C(=O)CN=C(c2ccccc2)c2ccccc21	-2.4%	1.4%	-4.6	11.4%	-19.2%	-9.0
O=C(COC(=O)c1cccc(S(=O)(=O)N2CCCCC2)c1)NCc1ccccc1	3.8%	nt	nt	-1.1%	-1.1%	nt
CN(C(=O)COC(=O)c1n[nH]c(=O)c2ccccc12)c1ccccc1	5.4%	nt	nt	9.6%	-4.4%	nt
CCOc1ccccc1/C=N/n1c(C2CCCCC2)n[nH]c1=S	-5.5%	9.4%	-4.2	-10.0%	-23.4%	-11.1
COc1ccc(NC(=O)CN2C(=O)NC3(CCCC3)C2=O)cc1Cl	-0.7%	-1.8%	-2.0	15.1%	-8.1%	23.4
Cc1cccc(OCCCC(=O)Nc2nnc(C3CCCO3)s2)c1C (stereo unspecified)	-0.7%	13.1%	-0.9	-7.1%	20.6%	-9.5
Cc1cccc(C2=N/C(=C/c3cccs3)C(=O)O2)c1	-19.3%	7.2%	29.6*	25.1%	37.1%[activator]	19.9
CCOC(=O)C1CCN(C(=O)c2ccc(Cl)c(Cl)c2)CC1	nt	9.3%	-2.2	-1.8%	5.3%	8.5
CCCCC(=O)c1c(O)c2ccccc2oc1=O	nt	-20.4%	11.0	-3.7%	38.7%[activator]	-13.1
COc1ccc(CN(CCCN2CCOCC2)S(=O)(=O)N(C)C)cc1OC	36.1%[activator]	-19.7%	-2.2	15.7%	13.1%	-17.1
C=CCN(CC=C)CCCOc1ccc(Br)cc1Cl	100.5%[activator]	-0.7%	15.6	-1.8%	25.9%	5.3
CCOCCCNC(=O)C(c1ccc(OC)cc1)N(Cc1ccc2c(c1)OCO2)C(=O)c1ccccc1O (stereo unspecified)	-40.3%	0.9%	7.0	?	?	-7.4
COc1ccc(NC(=O)CS(=O)(=O)c2cn(CC(=O)N3CCOCC3)c3ccccc23)cc1OC	7.38µM*	nt	-2.1	12.1%	-23.2%	-9.1
COc1ccc(OC)c(C(C)NS(=O)(=O)c2cccs2)c1 (stereo unspecified)	8.9%	nt	nt	?	-19.4%	nt
COc1cc(/C=C2\CC/C(=C\c3cc(OC)c(OC)c(OC)c3)C2=O)cc(OC)c1OC	2.08µM*	-2.0%	-3.8	12.6µM*	2.62µM*	-1.2
COc1ccc(CNC(=O)C(c2ccco2)N(C(=O)c2snc(C(N)=O)c2N)c2ccccc2OC)cc1 (stereo unspecified)	3.4%	nt	-6.3	0.1%	?	-10.6
Cc1c(NC(=O)CCCCCN2C(=O)C3C4C=CC(C4)C3C2=O)c(=O)n(-c2ccccc2)n1C (stereo unspecified)	9.28µM*	5.9%	-1.3	19.8%&12.4%	13.9%	2.5
Cc1ccc(F)cc1CNC(=O)c1cc(COc2ccc3ncccc3c2)on1	?	-2.1%	9.3	2.82µM*	11.2%	-6.5
COc1ccc(CC(=O)NNS(=O)(=O)c2ccc([N+](=O)[O-])cc2)cc1OC	43.2%[activator]	-11.4%	-2.9	5.5%	4.1%	-3.9
COc1ccc(Cl)cc1C(=O)O/N=C(\N)c1ccccn1	?	10.7%	40.6*	?	82.2%[activator]	60.1*
CN1C(c2ccccc2)CC(=NO)CC1c1ccccc1 (stereo unspecified)	?	6.6%	-2.7	5.1%	-9.5%	19.5
Cc1cccc(C(=O)NCC(=O)N2CCN(S(=O)(=O)/C=C/c3ccccc3)CC2)c1	-22.6%	nt	nt	-4.1%	?	nt
Cc1c(/C(O)=C2/C(=O)C(=O)N(CCN3CCOCC3)C2c2cccnc2)cnn1-c1ccccc1 (stereo unspecified)	1.9%	5.7%	2.8	14.4%	19.4%	22.7
c1ccc(CCCN2CCN(c3ccccc3)CC2)cc1	?	?	2.5	17.1%	7.3%	-4.6

The final two compounds of the part above open the next one:
SMILES	Pf growth 96h	Giardia FBPA inh	CHX counter	HCV inh	Pf growth 48h	Shiga inhibitor
Cc1c(/C(O)=C2/C(=O)C(=O)N(CCN3CCOCC3)C2c2cccnc2)cnn1-c1ccccc1 (stereo unspecified)	1.9%	5.7%	2.8	14.4%	19.4%	22.7
c1ccc(CCCN2CCN(c3ccccc3)CC2)cc1	?	?	2.5	17.1%	7.3%	-4.6
Cc1nn(Cc2ccc(Cl)c(Cl)c2)c(C)c1NC(=O)c1cc(CC(C)C)on1	0.329µM*	-2.6%	-3.5	11.2µM*	?	1.8
Cc1ccc(NC(=O)c2ccc(COc3ccccc3[N+](=O)[O-])o2)nc1	347.8%[activator]	nt	nt	?	350.6%[activator]	nt
O=C(c1ccc(-n2cccc2)cc1)N1CCCCC1	77.5%[activator]	10.6%	25.6*	0.1%	57.0%[activator]	49.0
O=c1c2ccccc2nc(N/N=C/c2ccc(O)cc2)n1O	3.3%	-12.9%	2.6	-3.8%	?	21.3
O=c1[nH]c(=O)n(CCc2ccc(F)cc2)c(O)c1/C=N/N1CCCCC1	11.5%	-1.2%	-1.8	4.1%	5.9%	21.8
CCOC(=O)CCCCC(=O)c1[nH]c(=O)[nH]c1CN1CCOCC1	?	-11.8%	-2.1	-4.1%	9.2%	-12.2
Cc1nc(SC(C)C(=O)Nc2c(C)n(C)n(-c3ccccc3)c2=O)nc(C)c1C (stereo unspecified)	-23.7%	nt	nt	8.4%	-11.2%	nt
COc1ccccc1C(=O)Nc1cccc(Oc2c(F)c(F)c(F)c(F)c2F)c1	?	0.8%	-3.4	?	?	11.0
CCOc1ccc(S(=O)(=O)N2CCN(C(=O)C3CSC4(C)CCC(=O)N34)CC2)cc1 (stereo unspecified)	?	nt	nt	-5.5%	-28.0%	nt
